Assay outcomes: PubChem BioAssay, several laboratories
CRFBP-R2 agonist: CRF-BP/CRF-R2 complex agonism; hit rate 0.46% among 350,000; activation, % at 13.2 µM; HEK293 CRF-R2/CRF-BP, calcium dye fluorescence (FLIPR); percent of saturating CRF peptide response;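 active = activation of at least 50%, plus an integration ratio under a set limit after plate pattern correction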;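 also: plate controls were neutral control wells without compound for no effect and CRF at EC100 for full effect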
TAAR1 agonist: agonists of human TAAR1. Q96RJ0. CHO RD-HGA16 TAAR1, Fluo-8 calcium fluorescence; vehicle wells 0%, saturating PEA agonist 100%. activation, % at 3 µM. hit rate 0.99% among 360,000;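 active = activation above the mean activation of all test compounds in the run plus 3 SD, cut at about 38% in these data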
Target sequence (Q96RJ0 whole entry, looked up): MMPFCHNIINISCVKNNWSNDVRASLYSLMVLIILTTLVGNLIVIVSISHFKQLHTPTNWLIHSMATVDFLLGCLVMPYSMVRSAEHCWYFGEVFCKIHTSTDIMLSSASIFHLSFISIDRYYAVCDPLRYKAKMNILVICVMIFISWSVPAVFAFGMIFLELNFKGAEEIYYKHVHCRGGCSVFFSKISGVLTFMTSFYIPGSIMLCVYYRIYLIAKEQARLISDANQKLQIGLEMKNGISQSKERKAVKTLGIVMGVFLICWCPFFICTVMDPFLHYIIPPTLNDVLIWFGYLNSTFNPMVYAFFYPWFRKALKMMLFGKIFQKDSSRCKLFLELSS
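test system = CHO RD-HGA16 cells carrying human TAAR1 plus Gα16 | schedule = 17-24 h seeding, 75 min 37 °C dye, 30 min RT | compound dosing = 3 µM single concentration | control set = DMSO and PEA EC100 | replicates = n 1 | signal = Fluo-8 fluorescence, 5 s baseline then 140 s kinetic read | measure = percent activation vs PEA EC100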
M5 PAM: positive allosteric modulators of human muscarinic M5 receptor; P08912; CHO-K1 hM5, Fluo-8 calcium, ACh EC20 PAM; 0% = ACh EC20, 100% = ACh EC100; activation, % at 3 µM; hit rate 0.3% among 360,000; AID 624038;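 active = activation above the run cutoff, the mean activation of all test compounds plus 3 SD, cut at about 18% in these data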
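Test system: CHO-K1 hM5 cells / Doses: single-point, 3 µM nominal / Times: Post-acetylcholine fluorescence recording 140 s / Technique: Fluo-8 calcium fluorescence / Measure: Max/basal fluorescence ratio as % of EC20–EC100 ACh window / Benchmarks: low control EC20 acetylcholine (0%), high control EC100 acetylcholine (100%) / Replicates: one well per compound, no replicates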
CHRM5 agonist: agonists of human muscarinic M5 receptor (CHRM5); P08912; CHO-K1 hM5 cells, Fluo-8 calcium fluorescence; 0% DMSO wells, 100% maximal acetylcholine response; AID 624037; activation, % at 3 µM; hit rate 0.19% among 360,000;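 active = activation above the run's mean over test compounds plus 3 SD, cut at about 23% in these data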;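 also: signal is peak over basal fluorescence ratio across the kinetic read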
TAAR1 antagonist: human TAAR1 antagonism; Q96RJ0; CHO RD-HGA16 TAAR1, Fluo-8 calcium fluorescence, antagonist; inhibition, % at 3 µM; hit rate 1.5% among 360,000; AID 624466;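 active = inhibition above a per-plate cutoff, the mean inhibition of test compounds on that plate plus 3 SD, cut at about 49% in these data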;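 also: 0% = DMSO plus EC80 beta-PEA response and 100% = DMSO alone without agonist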
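test system = CHO RD-HGA16 cells bearing hTAAR1 | replication = singlicate | controls = DMSO-only wells and EC80 β-PEA-stimulated wells | reagent = EC80 β-phenethylamine stimulus | read-out basis = percent inhibition of PEA-evoked calcium signal, max/basal emission ratio | schedule = seeding 17-24 h prior, 75-min 37 °C, 30-min RT dye loading | signal = kinetic Fluo-8 calcium fluorescence measurement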
CHO-K1 Ca PAM: M1 PAM counterscreen hit in parental CHO-K1 cells. hit rate 0.02% among 360,000. AID 602247. ATP EC20, Fluo-8 calcium fluorescence; 0% at ATP EC20, 100% at ATP max. activation, % at 3 µM;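 active = activation above the run cutoff, the mean activation of all test compounds plus 3 SD, cut at about 40% in these data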;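 also: peak over basal fluorescence ratio in a 140 s read after ATP addition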
CRFR2-BP antag: CRF-BP/CRF-R2 complex antagonism; HEK293 CRF-R2/CRF-BP, CRF-induced calcium fluorescence; inhibition, % at 11.8 µM; hit rate 0.59% among 350,000; AID 588475;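 active = inhibition of the ligand-induced calcium signal above about 50% at the single tested concentration, limit read from the data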
M5 antag: blocks acetylcholine activation of human M5 receptor. hit rate 0.59% among 360,000. CHO-hM5 cells, Fluo-8 calcium fluorescence, ACh EC80. AID 624040. inhibition, % at 3 µM. P08912;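 active = inhibition above a per-plate cutoff, the mean of that plate's test compounds plus 3 SD, cut at about 27% in these data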;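 also: 0% = acetylcholine EC80 with DMSO and 100% = DMSO without agonist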
M4 PAM: CHRM4 positive allosteric modulation. hit rate 0.4% among 360,000. activation, % at 3 µM. CHO-K1 hM4/Gqi5, Fluo-8 calcium fluorescence, ACh EC20; 0% = ACh EC20, 100% = maximal ACh. AID 624126;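 active = activation above its plate's cutoff, the mean activation of sample wells plus 3 SD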; also: some results filed as inactive read as strong as hits
Target sequence (P08173 whole entry, looked up): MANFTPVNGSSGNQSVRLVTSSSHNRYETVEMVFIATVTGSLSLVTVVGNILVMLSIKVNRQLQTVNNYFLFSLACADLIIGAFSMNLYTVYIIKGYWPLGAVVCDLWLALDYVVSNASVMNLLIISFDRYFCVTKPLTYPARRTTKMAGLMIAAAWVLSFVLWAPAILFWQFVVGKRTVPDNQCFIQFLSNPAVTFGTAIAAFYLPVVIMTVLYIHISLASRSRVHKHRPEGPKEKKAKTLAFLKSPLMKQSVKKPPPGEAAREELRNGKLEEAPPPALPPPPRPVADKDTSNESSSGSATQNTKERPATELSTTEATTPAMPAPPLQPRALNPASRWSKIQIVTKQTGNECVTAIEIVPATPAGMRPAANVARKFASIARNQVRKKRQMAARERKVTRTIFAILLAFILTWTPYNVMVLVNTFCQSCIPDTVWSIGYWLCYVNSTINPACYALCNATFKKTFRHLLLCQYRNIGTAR
* hit, by the source's call.

`OCCN1CCN(c2ncnc3c2ncn3[C@H]2CN(Cc3cccs3)C[C@@H](CO)O2)CC1` gave TAAR1 agonist 1.4, M5 PAM 2.8, CHRM5 agonist 0.1, TAAR1 antagonist -13.9, CHO-K1 Ca PAM -2.2, M5 antag -4.2 and M4 PAM 3.9.
Screening CCC(C)[C@H](NC(=O)Nc1ccc2c(c1)OCCO2)C(=O)OC (stereo not given in full) returned CRFBP-R2 agonist -1.1, TAAR1 agonist 8.4, M5 PAM 1.6, CHRM5 agonist 2.0, TAAR1 antagonist 10.0, CHO-K1 Ca PAM 5.4, CRFR2-BP antag 8.6, M5 antag 6.1 and M4 PAM -7.7.
Screening Cc1cccc2c1CC(C)(C)N=C2C1=C(O)CCCC1=O returned CRFBP-R2 agonist 0.4, TAAR1 agonist 7.8, M5 PAM 5.2, CHRM5 agonist -2.3, TAAR1 antagonist -15.9, CHO-K1 Ca PAM -8.6, CRFR2-BP antag -11.1, M5 antag -2.8 and M4 PAM -3.9.
C=CCn1c(SCC(=O)c2ccc(OC)cc2)nnc1-c1ccc2c(c1)OCO2 was read as CRFBP-R2 agonist -0.3, TAAR1 agonist 3.4, M5 PAM 0.6, CHRM5 agonist -0.4, TAAR1 antagonist 5.3, CHO-K1 Ca PAM 12.5, CRFR2-BP antag -2.3, M5 antag -1.3 and M4 PAM 0.0.
CN1CCN(c2ccc(Cl)cc2NC(=O)c2ccc([N+](=O)[O-])cc2)CC1 was read as CRFBP-R2 agonist 1.0, TAAR1 agonist 2.9, M5 PAM -1.2, CHRM5 agonist -1.4, TAAR1 antagonist -9.4, CHO-K1 Ca PAM -2.3, CRFR2-BP antag -2.9, M5 antag 4.9 and M4 PAM -18.8.
`O=C(OCc1cccnc1)C1=Cc2ccccc2OC1` gave CRFBP-R2 agonist -2.5, TAAR1 agonist 0.7, M5 PAM 1.6, CHRM5 agonist 0.3, TAAR1 antagonist -15.2, CHO-K1 Ca PAM 12.7, CRFR2-BP antag -23.9, M5 antag 9.2 and M4 PAM 13.1.
For COc1cccc(OC)c1OC(=O)/C=C/c1ccc(C)o1 the results were CRFBP-R2 agonist -0.4, TAAR1 agonist 2.0, M5 PAM -3.3, CHRM5 agonist -4.4, TAAR1 antagonist -9.3, CHO-K1 Ca PAM 7.0, CRFR2-BP antag 6.4, M5 antag 11.4 and M4 PAM -2.1.
CC(C)C[C@H]1CN(CCCC[C@H]2CNC(=O)C(=O)N2CC2CCCCC2)C(=O)C(=O)N1Cc1ccccc1 was read as TAAR1 agonist 2.0, M5 PAM -1.1, CHRM5 agonist -6.2, TAAR1 antagonist -7.7, CHO-K1 Ca PAM 20.5, M5 antag 11.1 and M4 PAM 1.1.
For N/C(=N\OC(=O)COc1ccc(Br)cc1Cl)c1ccccn1 the results were CRFBP-R2 agonist -0.4, TAAR1 agonist 9.5, M5 PAM -4.3, CHRM5 agonist -3.2, TAAR1 antagonist -12.9, CHO-K1 Ca PAM -2.3, CRFR2-BP antag 7.8, M5 antag 5.0 and M4 PAM 17.8.
CCCCS(=O)(=O)c1sc2nc(C)cc(C)c2c1N was read as CRFBP-R2 agonist -0.7, TAAR1 agonist 5.4, M5 PAM 21.1*, CHRM5 agonist 7.0, TAAR1 antagonist 3.0, CHO-K1 Ca PAM 9.4, CRFR2-BP antag 10.4, M5 antag -10.9 and M4 PAM 6.2.
Screening CC1(C)Cc2c(c(-c3ccco3)[nH]c(=O)c2C#N)CS1 returned CRFBP-R2 agonist 44.1, TAAR1 agonist 9.9, M5 PAM 4.5, CHRM5 agonist -1.5, TAAR1 antagonist -10.1, CHO-K1 Ca PAM 19.8, CRFR2-BP antag -49.0, M5 antag 3.0 and M4 PAM 4.9.
NS(=O)(=O)c1cccc(NC(=O)CNC(=O)CC23CC4CC(CC(C4)C2)C3)c1 was read as CRFBP-R2 agonist -1.2, TAAR1 agonist 1.5, M5 PAM -3.1, CHRM5 agonist 2.7, TAAR1 antagonist -17.7, CHO-K1 Ca PAM 2.2, CRFR2-BP antag -14.6, M5 antag 14.9 and M4 PAM 2.7.
`CC(OC(=O)c1cccc([N+](=O)[O-])c1)C(=O)NCc1ccc2c(c1)OCO2` (stereo not given) gave CRFBP-R2 agonist 0.6, TAAR1 agonist -0.2, M5 PAM -2.2, CHRM5 agonist -5.5, TAAR1 antagonist -7.0, CHO-K1 Ca PAM -1.4, CRFR2-BP antag -2.6, M5 antag 6.1 and M4 PAM -4.2.
For CNS(=O)(=O)c1cc(NC(=O)CCNC(=O)c2ccco2)ccc1C the results were CRFBP-R2 agonist 2.3, TAAR1 agonist 3.6, M5 PAM 0.9, CHRM5 agonist -2.5, TAAR1 antagonist -6.2, CHO-K1 Ca PAM -0.2, CRFR2-BP antag -2.0, M5 antag 27.5* and M4 PAM 4.1.
Screening COc1cccc(OC)c1OCCNCCO returned CRFBP-R2 agonist -2.1, TAAR1 agonist 3.6, M5 PAM -0.3, CHRM5 agonist -3.1, TAAR1 antagonist 4.7, CHO-K1 Ca PAM 19.1, CRFR2-BP antag -4.2, M5 antag -2.5 and M4 PAM 0.1.
Screening CCO/N=C1\C(=O)N(c2ccccc2)c2ccccc21 returned CRFBP-R2 agonist 0.2, TAAR1 agonist -1.6, M5 PAM -5.8, CHRM5 agonist -4.2, TAAR1 antagonist -5.9, CHO-K1 Ca PAM -7.3, CRFR2-BP antag -10.1, M5 antag 15.5 and M4 PAM -0.4.
NC(=O)c1c(NC(=O)c2cccnc2Cl)sc2c1CCCC2 was read as CRFBP-R2 agonist 0.1, TAAR1 agonist 0.9, M5 PAM 0.9, CHRM5 agonist -3.3, TAAR1 antagonist 3.8, CHO-K1 Ca PAM 10.3, CRFR2-BP antag 5.6, M5 antag 6.5 and M4 PAM 10.1.
For CCOc1ccc(N(CC(=O)N2CCc3ccccc32)S(=O)(=O)c2c(C)noc2C)cc1 the results were CRFBP-R2 agonist 4.0, TAAR1 agonist -1.9, M5 PAM -4.4, CHRM5 agonist -1.1, TAAR1 antagonist -33.8, CHO-K1 Ca PAM 5.3, CRFR2-BP antag -3.5, M5 antag -1.5 and M4 PAM 2.3.
`COc1ccc(S(=O)(=O)Nc2nc3c(s2)C(=O)CC(C)(C)C3)cc1` gave CRFBP-R2 agonist 1.4, TAAR1 agonist -2.2, M5 PAM 8.9, CHRM5 agonist -2.4, TAAR1 antagonist -4.2, CHO-K1 Ca PAM 0.1, CRFR2-BP antag 5.9, M5 antag 9.4 and M4 PAM -9.7.
COC(=O)c1sccc1NC(=S)N1CCC(C)CC1 was read as CRFBP-R2 agonist -1.0, TAAR1 agonist 18.8, M5 PAM -5.9, CHRM5 agonist -3.6, TAAR1 antagonist 10.4, CHO-K1 Ca PAM -8.4, CRFR2-BP antag -10.7, M5 antag -0.1 and M4 PAM -8.8.
`CCc1nnc(NC(=O)CCC(=O)NC2CCCCCCC2)s1` gave CRFBP-R2 agonist -0.4, TAAR1 agonist 2.0, M5 PAM -3.2, CHRM5 agonist -3.9, TAAR1 antagonist -10.3, CHO-K1 Ca PAM 1.5, CRFR2-BP antag 2.6, M5 antag 13.3 and M4 PAM 0.4.
For CN(CC(=O)N1CCc2ccccc21)S(=O)(=O)c1ccc(Br)s1 the results were CRFBP-R2 agonist -2.3, TAAR1 agonist 2.9, M5 PAM -3.7, CHRM5 agonist -8.9, TAAR1 antagonist -1.6, CHO-K1 Ca PAM 13.4, CRFR2-BP antag 20.4, M5 antag -5.9 and M4 PAM 6.3.
CCn1c(C(=O)N2CCC(C(=O)NCc3ccc(OC)cc3)CC2)cc2sccc21 was read as CRFBP-R2 agonist -0.6, TAAR1 agonist 13.3, M5 PAM -7.5, CHRM5 agonist -3.2, TAAR1 antagonist 2.6, CHO-K1 Ca PAM 17.8, CRFR2-BP antag 7.1, M5 antag 13.4 and M4 PAM -1.5.
Screening CC(C)CNc1nc(N)c([N+](=O)[O-])c(NC2CCCCC2)n1 returned CRFBP-R2 agonist -1.0, TAAR1 agonist -1.8, M5 PAM -1.1, CHRM5 agonist -1.7, TAAR1 antagonist -8.7, CHO-K1 Ca PAM -23.4, CRFR2-BP antag -60.4, M5 antag 0.8 and M4 PAM -6.4.
CN(C)CC(O)COC(c1ccc(Cl)cc1)c1ccc(Cl)cc1 (stereo not given) was read as CRFBP-R2 agonist 1.1, TAAR1 agonist 29.4, M5 PAM -6.3, CHRM5 agonist -11.0, TAAR1 antagonist -0.6, CHO-K1 Ca PAM 15.4, CRFR2-BP antag -37.2, M5 antag 7.2 and M4 PAM -9.4.
CC(C)(C)C(=O)OC/C(N)=N/OC(=O)c1ccc(Cl)cc1 was read as CRFBP-R2 agonist 0.2, TAAR1 agonist -0.5, M5 PAM -0.5, CHRM5 agonist 1.5, TAAR1 antagonist -22.5, CHO-K1 Ca PAM 23.1, CRFR2-BP antag -6.0, M5 antag -2.3 and M4 PAM 0.0.
`Cc1ccc(S(=O)(=O)N(CC(=O)N2CCC(C)CC2)Cc2ccccc2F)cc1` gave CRFBP-R2 agonist -2.2, TAAR1 agonist 11.8, M5 PAM 2.8, CHRM5 agonist -3.9, TAAR1 antagonist 15.1, CHO-K1 Ca PAM 16.9, CRFR2-BP antag 20.8, M5 antag -1.6 and M4 PAM -0.4.
`Cc1ccc2cc(CN(Cc3ccco3)C(=O)NCc3ccccc3)c(=O)[nH]c2c1C` gave CRFBP-R2 agonist -1.1, TAAR1 agonist 5.1, M5 PAM -2.3, CHRM5 agonist -5.4, TAAR1 antagonist 13.3, CHO-K1 Ca PAM 16.4, CRFR2-BP antag -3.8, M5 antag 0.4 and M4 PAM -5.5.
`CCOC(=O)Cc1nnc(NC(=O)C(CC)Sc2nc(C)cc(=O)[nH]2)s1` (stereo not given) gave CRFBP-R2 agonist -4.0, TAAR1 agonist -1.9, M5 PAM -6.9, CHRM5 agonist 1.0, TAAR1 antagonist -7.2, CHO-K1 Ca PAM -0.2, CRFR2-BP antag -18.4, M5 antag -1.1 and M4 PAM -7.5.
For Cc1ccc(C(=O)N(C)c2ccc(OCC(=O)N3c4ccc(C)cc4C4CN(C)CCC43)cc2)cc1 (stereo not given) the results were CRFBP-R2 agonist -0.9, M5 PAM -8.6, CHRM5 agonist -5.8, CHO-K1 Ca PAM -4.0, CRFR2-BP antag -5.6, M5 antag -3.0 and M4 PAM -7.0.
